E-sel TNF inh – TNF alpha driven E-selectin expression inhibition; HUVEC TNFa-induced E-selectin immunofluorescence, high content; inhibition, % at 2 µM; hit rate 0.71% among 120,000;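 active = inhibition above the batch mean plus 3 SD, and confirmed as a hit on visual image review, cut at about 43% in these data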;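 note: 0% = TNF-stimulated DMSO wells and 100% = unstimulated control wells; not every result past the cut was called active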
HCT116 PTEN-null – growth suppressors of cells with PTEN tumor suppressor deletion. HCT116 PTEN-null viability, CellTiter-Glo, 60 h; hits give low values. viability, % at 10 µM. hit rate 1.2% among 140,000. AID 827;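 active = viability at or below a set limit, 4 SD under the median of all tested compounds, cut at about 3.7% in these data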;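 note: PTEN knockout HCT116 line with beta catenin targeted HCT116 as companion control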
Phagocyt inh – blocks phagocytosis by macrophages; hit rate 0.07% among 110,000; inhibition, % at 5 µM; J774A.1 macrophage IgG-bead phagocytosis, imaging;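 active = inhibition above the mean of the plate negative controls plus 5 SD, cut at about 13% in these data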;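 note: phagocytic index as fraction of beads internalized from green versus red external bead signal; plate controls were DMSO negative control for no effect and cytochalasin-D positive control for full effect; some results beyond the cut were filed as inactive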
NPY-Y2 antag – NPY-Y2 (human) receptor antagonism; P49146; NPY-Y2 expressing cells, antagonist mode; inhibition, % at 2.7 µM; hit rate 0.99% among 140,000; AID 793; in the data active = inhibition above about 17%;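 note: 0% = vehicle with agonist challenge and 100% = reference antagonist with challenge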
Target sequence (P49146 whole entry, looked up): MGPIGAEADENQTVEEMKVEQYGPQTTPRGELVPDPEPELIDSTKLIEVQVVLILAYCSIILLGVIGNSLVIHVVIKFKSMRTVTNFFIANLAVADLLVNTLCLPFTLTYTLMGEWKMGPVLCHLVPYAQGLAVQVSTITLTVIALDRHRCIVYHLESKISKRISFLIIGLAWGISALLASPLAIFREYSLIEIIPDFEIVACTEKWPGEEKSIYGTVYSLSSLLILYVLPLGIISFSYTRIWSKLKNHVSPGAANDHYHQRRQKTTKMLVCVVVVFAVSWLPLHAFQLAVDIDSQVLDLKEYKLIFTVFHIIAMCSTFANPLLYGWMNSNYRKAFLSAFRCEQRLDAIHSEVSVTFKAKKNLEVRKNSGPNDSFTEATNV
GALR2 blocker – GALR2 (human) receptor antagonism | AID 828 | O43603 | GALR2-expressing cells, antagonist mode | hit rate 0.39% among 140,000 | inhibition, % at 4 µM; in the data active = inhibition above about 27%;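 note: cells stimulated with galanin 1-16 at roughly its EC80; 0% = agonist challenge control and 100% = basal control without agonist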
Target sequence (O43603 whole entry, looked up): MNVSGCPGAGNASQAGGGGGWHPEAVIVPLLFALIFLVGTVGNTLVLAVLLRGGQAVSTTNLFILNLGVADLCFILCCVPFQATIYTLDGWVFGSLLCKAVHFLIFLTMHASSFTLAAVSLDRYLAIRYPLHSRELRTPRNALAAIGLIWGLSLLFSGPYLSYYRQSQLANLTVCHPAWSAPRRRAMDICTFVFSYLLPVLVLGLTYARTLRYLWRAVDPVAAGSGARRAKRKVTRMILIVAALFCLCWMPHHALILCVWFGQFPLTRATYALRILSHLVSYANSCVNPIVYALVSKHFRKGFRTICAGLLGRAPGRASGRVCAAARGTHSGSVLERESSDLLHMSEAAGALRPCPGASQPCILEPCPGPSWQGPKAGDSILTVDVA
Measles CPE – protection of cells from measles virus. Measles virus-infected cells, CPE protection, absorbance. protection (pct of control), % at 4 µM. hit rate 1.5% among 140,000. AID 841; in the data active = protection mostly above about 24%, no sharp cut-off; inactive = mostly below about 26%; note: some compounds called inactive have numbers as strong as hits
bCat KO growth – beta-catenin-lacking colon tumor cell growth suppression; HCT116 beta-catenin knockout viability, CellTiter-Glo, 60 h; hits give low values; viability, % at 10 µM; hit rate 1.5% among 140,000;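 active = viability at or under a set limit, the compound median less 4 SD, cut at about 6% in these data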;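 note: 0% = Hyamine 1622 control at 20 µM and 100% = untreated cell control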
Yeast growth inh – yeast BB579 growth reduction in restrictive medium. S. cerevisiae BB579 growth, OD615, 48 h. inhibition, % at 10 µM. hit rate 0.51% among 140,000;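 active = inhibition above a set limit, 3 SD over the mean compound inhibition, cut at about 44% in these data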; note: inactives centre near -24
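controls = amphotericin B 10 µg/mL, positive | assay system = DeaD yeast strain BB579 | schedule = 48 h compound exposure at 30 °C after 4 h preincubation | detection = OD615 turbidity measurement | medium = restrictive CSMM-D medium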
Yeast lifespan up – yeast lifespan extension; S. cerevisiae growth with nicotinamide, OD615; deaD strain in restrictive glucose medium; inhibition of the nicotinamide effect, % at 10 µM; hit rate 0.68% among 130,000;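 active = inhibition above a set limit, placed 3 SD over the median of all compounds, cut at about 26% in these data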;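 note: 0% = nicotinamide-treated wells and 100% = cells grown without nicotinamide; some compounds called inactive have numbers as strong as hits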
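Assay system: DeaD-strain S. cerevisiae. Medium: CSMM-D glucose medium, restrictive. Reagent: nicotinamide, 1.5 mM, co-present with compound. Compound: 10 µM single point, 0.25% DMSO. Schedule: culture preincubation 4 h, compound exposure 48 h, both 30 °C. Detection: absorbance at 615 nm.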
MRP-1 activ – MRP-1 activation | H69AR cells + doxorubicin, viability rescue, CellTiter-Glo | viability increase, % at 10 µM | hit rate 0.61% among 140,000 | AID 799;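 active = viability gain under doxorubicin at or above a set limit, the compound median plus 3 SD, cut at about 4.7% in these data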;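 note: MRP-1 overexpressing cells given doxorubicin 25 µM after compound pretreatment; 18-22 h compound pretreatment then 72 h with doxorubicin before readout; 0% = doxorubicin-only wells and 100% = vehicle-treated cells without doxorubicin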
An asterisk follows results filed as active; · = no result given.

Fields: Phagocyt inh	Measles CPE	E-sel TNF inh	bCat KO growth	GALR2 blocker	NPY-Y2 antag	MRP-1 activ	Yeast lifespan up	Yeast growth inh	HCT116 PTEN-null
- CCOCCn1c(SCc2ccc(F)cc2)nc2c1c(=O)[nH]c(=O)n2C
  ·	16.2	1.8	95.2	3.6	2.0	-0.9	-9.9	24.4	88.5
- COc1ccccc1NC(=O)CSc1nnc(-c2ccoc2C)n1CCc1ccccc1
  3.3	3.7	9.9	95.7	-12.4	0.7	-0.1	-13.6	-19.3	79.0
- CCCN(CCC)S(=O)(=O)c1ccc(C(=O)Nc2ccc(OCC(=O)N3CCOCC3)cc2)cc1
  2.7	2.9	16.1	70.2	-7.6	2.5	-0.4	-12.2	-30.2	83.2
- COc1ccc(-c2ccc(C(=S)N3CCN(C(C)=O)CC3)o2)cc1
  -0.1	3.3	64.3*	84.9	5.7	2.8	-3.4	-24.8	-30.1	82.1
- COc1ccccc1-c1nnc2sc(-c3cc4ccccc4o3)nn12
  ·	22.2	·	13.6	0.7	5.5	-1.7	-3.9	-37.8	12.3
- CCOC(=O)c1ccc(OCc2c(C)noc2C)cc1
  -0.2	22.8	4.2	101.4	-13.2	2.4	0.7	-12.0	-49.9	113.3
- Cc1ccccc1Nc1nc(N)nc(CN(C)c2ccccc2)n1
  -1.2	11.3	-14.3	82.9	5.2	1.9	-1.2	-11.8	-29.9	72.9
- O=C(CSc1nc(-c2ccccc2)cc(C(F)(F)F)n1)NCCN1CCOCC1
  6.6	15.3	-9.0	91.7	0.3	0.9	-2.6	1.3	24.8	93.6
- O=C(NCCc1cccc(Cl)c1)c1ccc(Cl)c([N+](=O)[O-])c1
  -5.1	10.6	·	84.7	0.0	4.3	-3.7	-9.7	-45.9	67.5
- CCOC(=O)CNc1ncc([N+](=O)[O-])cc1C#N
  -4.2	9.6	·	94.0	3.8	3.3	-0.9	0.1	-6.9	93.0
- Cc1cccc(C(=O)NC(NC(=S)Nc2ccc(S(N)(=O)=O)cc2)C(Cl)(Cl)Cl)c1 (stereo unspecified)
  -11.3	9.3	40.7	84.1	2.7	2.2	-3.1	-1.5	5.0	88.3
- COc1ccc2c(c1)nc(N)n2Cc1ccccc1
  ·	4.4	-13.9	93.9	12.4	2.8	-4.0	-17.6	-2.5	79.5
- CCS(=O)(=O)N1CCN(C(=O)c2cccnc2)CC1
  -1.3	7.3	0.9	95.1	-11.9	-0.1	-1.6	-7.7	-17.0	99.8
- Cc1ccc(-c2nnc(N3CCN(C(=O)COc4ccccc4)CC3)c3ccccc23)cc1
  0.1	8.2	3.3	43.7	-20.8	2.4	-2.3	-18.0	-73.3	43.5
- CCCC(C(=O)c1ccccc1)n1cncn1 (stereo unspecified)
  -0.8	13.5	·	107.0	8.5	3.6	0.1	-7.3	-31.6	102.7
- Cn1c(SCc2ccc(C#N)cc2Cl)nc2ccccc21
  -0.9	2.5	·	87.2	-12.6	3.9	-2.4	-14.5	-34.8	85.3
- O=C(CN(c1ccccc1)S(=O)(=O)c1ccccc1[N+](=O)[O-])NN=C1CCCCCCC1
  ·	44.9	31.0	90.3	0.9	2.3	-4.1	-6.3	-15.2	94.5
- Cn1c(N)c(C#N)c2c(c1=S)COC(C)(C)C2
  0.1	9.4	1.5	102.2	-1.1	3.2	-0.8	0.2	-17.0	105.8
- CCOc1cc2c(cc1OCC)C(c1ccc(OC)cc1)N(c1ccccc1)C(=O)C2 (stereo unspecified)
  -10.6	11.3	-48.3	76.1	-4.1	3.5	-2.6	-0.1	-28.1	65.4
- CNC(=S)Nc1ccc(Br)cc1
  -2.4	15.8	3.0	93.2	6.9	-0.7	-1.3	-3.4	-30.2	99.2
- Cc1occc1C(=O)NNC(=O)COc1ccc(Br)cc1Br
  -1.5	8.7	·	79.9	6.3	0.4	-2.4	-1.9	-10.0	88.8
- CCn1c(=NC(=O)CSCC(=O)Nc2nccs2)sc2ccccc21
  ·	3.3	-2.5	91.6	-4.6	-0.9	-1.6	-17.6	-52.9	89.4
- CC1CCN(CCCCOc2ccc(Br)cc2)CC1
  -5.5	4.6	·	85.0	8.4	6.6	1.1	5.5	28.1	82.8
- CC1CC(C)CN(CCOc2ccc(Cl)cc2Cl)C1 (stereo unspecified)
  -1.6	20.4	-11.1	62.9	5.5	11.8	-4.2	-12.3	8.2	69.8
- Cc1ccc(S(=O)(=O)c2c(C)nn(C(C)(C)C)c2OC(=O)C2CCCC2)cc1
  0.8	20.3	·	64.5	-17.4	0.6	-0.1	-7.7	-41.6	52.3
- COc1nc(Oc2ccc(=O)[nH]n2)nc(N2CCOCC2)n1
  ·	44.2*	8.1	105.4	0.6	4.9	-1.1	-9.7	6.2	100.8
- Cc1ccccc1-n1c(=O)cc(N2CCN(Cc3ccccc3)CC2)[nH]c1=O
  0.7	12.7	-7.8	91.7	12.2	4.0	-2.1	-8.3	-32.3	95.3
- CCC(=O)NC(=S)Nc1ccc(Cl)cn1
  ·	7.4	20.9	85.9	1.7	-0.7	-4.0	-15.4	14.4	99.3
- COc1ccc(-n2nnnc2SCC#CCO)cc1
  -1.7	5.0	·	88.0	12.0	0.9	-5.0	-4.8	-12.3	86.2
- CCOC(=O)C1CCCN(c2c(NCC3CCCO3)c(=O)c2=O)C1 (stereo unspecified)
  ·	7.8	29.0	94.0	1.3	1.3	-0.5	-5.5	17.8	99.8
- O=C(Nc1ccccc1)N1CCCc2ccccc21
  ·	3.6	-5.5	97.4	-4.0	1.4	-2.2	·	-21.5	97.5
- COc1ccc(-c2nncnn2)cc1
  ·	5.7	6.0	83.2	-2.0	-1.1	-3.7	·	79.2*	80.3
- CSc1ccccc1NC(=O)CSCc1ccc(C)cc1
  -0.6	5.1	-18.1	34.0	5.2	4.1	-4.2	-12.5	-15.0	56.8
- COc1cccc(C(=O)N/N=c2\oc3c(OC)cccc3cc2C(=O)NCc2ccccc2)c1
  -15.0	10.3	·	82.8	9.0	5.1	-2.1	5.5	-22.2	92.1
- Cc1ccc(C(=O)N2CCCCCC2)cc1Br
  -0.9	22.3	17.7	92.7	-11.6	3.5	-0.3	3.1	-29.2	95.0
- O=C(NCc1ccco1)c1ccc(Cn2c(=O)c3ccccc3n(Cc3ccc(Cl)cc3)c2=O)cc1
  0.2	9.1	10.3	69.1	-1.1	7.6	-3.9	-17.5	-45.8	47.3
- Cc1ccc(C(C(=O)NC(C)(C)C)N(C(=O)c2csnn2)C2CC2)cc1 (stereo unspecified)
  ·	14.1	12.4	93.8	1.4	5.4	-2.9	·	-37.9	103.0
- Cc1ccc(N(CC(=O)Nc2cccc(N(C)S(C)(=O)=O)c2)S(C)(=O)=O)cc1
  1.4	7.5	22.5	76.7	-9.5	-0.2	-0.5	-14.5	-15.2	70.6
- O=c1c2ccccc2c(/C=N/n2cnnc2)c(O)n1-c1ccccc1F
  -0.7	4.4	·	109.5	·	·	-0.7	-21.2	-21.3	93.2
- CN(C)S(=O)(=O)N1CCN(c2ccccc2)CC1
  -1.2	6.8	-13.5	91.3	-7.7	1.7	-2.7	-6.7	-0.5	100.0
- Cc1ccc(N(C)C(=O)N2CCN(S(=O)(=O)c3ccc4ccccc4c3)CC2)cc1
  -1.0	5.9	-77.3	32.0	15.1	3.1	-1.3	-7.6	-30.7	35.9
- O=C(Nc1ccc(S(=O)(=O)NCCc2ccccc2)cc1)c1ccco1
  6.6	10.1	22.9	95.2	1.2	-1.2	-0.4	-7.9	-15.8	87.9
- Cc1ccc(Cl)cc1N1CCN(C(=O)Cc2cn(C)c3ccccc23)CC1
  ·	13.7	-11.3	56.0	-0.6	3.4	-4.2	-10.3	-21.4	51.5
- O=C(CN(c1ccc(Cl)c(C(F)(F)F)c1)S(=O)(=O)c1ccccc1)N1CCOCC1
  -0.6	36.5	6.0	84.4	3.1	-1.4	-5.6	-6.2	-30.6	86.9
- Cc1ccc(S(=O)(=O)N2CCCCC2C(=O)N2CCN(Cc3ccccc3)CC2)cc1 (stereo unspecified)
  0.2	9.2	-0.4	66.3	19.1	2.4	-4.3	-13.3	2.8	73.4
- COc1ccc(NC(=S)N(CCc2c(C)[nH]c3ccc(C)cc23)Cc2ccco2)cc1
  ·	26.6	-18.2	57.1	-1.7	-0.5	-4.1	13.4	-6.2	61.2
- Cn1nc(-c2ccc(Cl)cc2)c2cc(C(=O)N3CCOCC3)sc21
  ·	3.5	-5.6	80.4	10.1	0.6	-4.9	-13.2	-6.5	76.5
- O=C(O)C1OC(Oc2cc3oc(-c4ccccc4)cc(=O)c3c(O)c2O)C(O)C(O)C1O (stereo unspecified)
  ·	25.2	-0.8	69.7	-0.7	-2.8	-3.8	-4.6	7.2	79.2
- CCC1=NN(C(=O)C(=O)Nc2ccccc2OC)C(O)(C(F)(F)F)C1 (stereo unspecified)
  ·	15.1	-17.5	95.6	-4.4	0.7	-1.5	-2.0	-12.3	94.0
- COc1cccc(-n2nnc3c(=O)n(CC(=O)N4CCC(C)CC4)cnc32)c1
  ·	27.1	-10.7	93.8	10.0	2.6	-1.6	·	-27.8	93.8
- CCCCN(C)CCn1c(=S)[nH]c2ccc(N3CCOCC3)cc2c1=O
  1.7	7.6	-21.4	86.7	10.1	2.4	-1.5	-17.3	-13.3	89.1
- CCCC(=O)N1c2ccccc2C(N(C(C)=O)c2ccccc2)CC1C (stereo unspecified)
  ·	2.1	8.2	71.2	6.1	2.5	0.3	5.2	-26.4	75.3
- COc1ccc(N=c2scc(-c3ccc(OC)cc3)n2CCO)cc1
  ·	5.7	33.6	23.8	7.2	2.9	-4.1	·	-39.0	38.0
- O=C1CSC(=S)N1CC1CCCO1 (stereo unspecified)
  -0.5	6.0	·	68.4	-9.9	0.0	-5.0	-0.5	-16.5	61.1
- CCn1c(CNc2ccc(F)cc2)nnc1SCC(=O)N1CCCc2ccccc21
  0.3	3.1	-20.0	85.8	-2.3	-3.6	-2.2	-5.0	-49.1	91.1
- Cc1ccc(NC(=O)C2CCN(C(=O)NC3CCCCC3)CC2)c(C)c1
  ·	4.1	29.1	96.1	5.3	0.8	-2.8	·	-14.3	87.3
- CCn1nc2cc(C(=O)NCc3cc(C(F)(F)F)cc(C(F)(F)F)c3)ccc2c1OC
  ·	3.0	-37.3	93.1	0.2	5.0	-1.3	-4.3	-27.6	86.7
- Cc1cc(C)cc(-n2nnc(C(=O)NCc3ccccc3)c2N)c1
  -0.5	2.2	-3.7	90.3	3.6	1.6	-2.3	-16.8	-43.2	90.8
- CCOC12CC(C)(C)CC(C)(CC3=C1C(=O)CC(C)(C)C3)C2 (stereo unspecified)
  -1.0	18.1	-6.8	89.4	-4.2	3.4	-2.1	7.4	0.3	98.0

High-throughput results from PubChem.
